# GLS inhibitor: glutaminase GLS (human) inhibition. GLS enzymatic activity, qHTS titration. Potency, µM (doses to about 45.5 µM), for the others: at the top dose activity change, negative = inhibition, hits mostly inhibitors. 0.21% of 410,000 active; note: potency is the fitted concentration of half-maximal effect; % is set by controls: 0 for no effect and ±100 for the full control effect
#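 hKGA in 45 mM KH2PO4 pH 8.2, 0.02% Tween-20 with pin-transferred compounds; 1 mM L-glutamine (stock) plus glutamate oxidase/HRP/Amplex Red coupling added. Fluorescence read initially and after 30 min at RT.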
# Pin1 inh: human Pin1 inhibition | Q13526 | Pin1 FP peptide displacement, HiFluor488, 10 min | Potency, µM (titrated, usually from 115 µM), for inactives: top-dose activity, negative = inhibition, usual class: inhibitors | 0.009% of 390,000 active | AID 504891; active = well fitted inhibition curve with a large enough effect in the polarisation, with a control signal flat, not every such curve was filed as active; inconclusive = small, poorly fitted or top-dose-only effect, or effect the other way, or a change in a side signal; inactive = no such curve, though single readings can be large or run the other way; the % refers to the polarisation; note: potency is the fitted concentration of half-maximal effect; % is set by controls: 0 for no effect and ±100 for the full control effect
# HP1b binding inh: HP1-beta chromodomain-methylated histone interaction inhibition; Potency, µM (top dose mostly 114 µM), without a hit: at the top dose activity change, negative = inhibition, most hits filed as inhibitors; AlphaScreen HP1-beta / biotin-H3K9me3 peptide binding; 0.56% of 390,000 active; note: potency is the fitted concentration of half-maximal effect; nearly all actives have a fitted effect of over 70% in size; inactives centre near 23
# Target sequence (P83916 whole entry, looked up): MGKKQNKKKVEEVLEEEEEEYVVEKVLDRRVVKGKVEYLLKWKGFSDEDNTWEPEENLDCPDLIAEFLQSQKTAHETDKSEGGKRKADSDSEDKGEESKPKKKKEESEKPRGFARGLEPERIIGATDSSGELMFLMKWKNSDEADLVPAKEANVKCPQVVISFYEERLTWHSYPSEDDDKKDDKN
#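 Compound inhibition of the preformed complex between 50 nM HP1-beta and 50 nM biotinylated H3K9me3 peptide was read by AlphaScreen. Buffer was PBS pH 7.4 with 0.01% Tween-20. Incubations ran 30 min at room temperature, with 10 ug/mL donor/acceptor beads.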
# USP1-UAF1 inh: USP1/UAF1 (human) deubiquitinase inhibition; recombinant USP1/UAF1, Ub-Rhodamine cleavage fluorescence; 0.23% of 390,000 active; Potency, µM (highest dose often 57.1 µM), without a hit: at the top dose activity change, negative = inhibition, hits mostly inhibitors; AID 743255; note: potency is the fitted concentration of half-maximal effect; % is set by controls: 0 for no effect and ±100 for the full control effect; nearly all actives have a fitted effect of over 60% in size; inactives centre near -12
# Target sequence (O94782 whole entry, looked up): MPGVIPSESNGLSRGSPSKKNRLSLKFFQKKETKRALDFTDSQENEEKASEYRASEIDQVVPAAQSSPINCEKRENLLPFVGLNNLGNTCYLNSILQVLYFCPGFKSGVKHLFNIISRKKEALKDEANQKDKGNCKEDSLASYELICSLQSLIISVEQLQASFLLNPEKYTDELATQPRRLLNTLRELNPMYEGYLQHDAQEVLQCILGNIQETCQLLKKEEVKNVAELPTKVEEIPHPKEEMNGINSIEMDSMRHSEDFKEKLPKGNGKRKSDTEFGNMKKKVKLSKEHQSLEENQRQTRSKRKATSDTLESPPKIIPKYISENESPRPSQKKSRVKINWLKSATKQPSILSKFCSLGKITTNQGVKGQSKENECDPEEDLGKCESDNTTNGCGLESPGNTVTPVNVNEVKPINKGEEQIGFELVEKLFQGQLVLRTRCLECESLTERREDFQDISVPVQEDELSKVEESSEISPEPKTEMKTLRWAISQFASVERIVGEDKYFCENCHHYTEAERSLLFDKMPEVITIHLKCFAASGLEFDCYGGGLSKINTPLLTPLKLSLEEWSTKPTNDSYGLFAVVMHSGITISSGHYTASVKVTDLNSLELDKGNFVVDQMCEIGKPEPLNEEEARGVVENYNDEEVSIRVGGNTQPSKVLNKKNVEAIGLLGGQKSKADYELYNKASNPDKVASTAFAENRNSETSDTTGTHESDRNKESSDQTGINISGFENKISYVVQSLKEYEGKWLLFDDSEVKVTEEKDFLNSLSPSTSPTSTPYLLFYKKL
#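 In this screen, compounds sit with the deubiquitinase complex (1nM) for 15 min at room temperature before Ub-Rho is added at 150nM final. Fluorescence rise is then followed for 6 reads every 60 seconds.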
# PI4K2A block: blocks human PI4K2A kinase activity | 0.13% of 420,000 active | Q9BTU6 | activity change, negative = inhibition, % at 76.9 µM | purified PI4K2A, ADP-Glo luminescence, 1 h; hits give low values; in the data active = activity change below about -50%; inconclusive = mostly about -30% to -49%;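 note: -100% = wells without enzyme as full effect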
#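 ADP-Glo luminescence measured ADP generated by PI4K2A enzyme (4 ug/mL before mixing) with 1.2 mM PI substrate (pre-mix) and 300 microM ATP (pre-mix). Tris pH7.5 buffer with MgCl2, Triton X-100; 1 h reaction at ambient temperature.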
# TrxR1 substrate: rat thioredoxin reductase 1 substrate activity | O89049 | purified TrxR1 substrate turnover, NADPH consumption readout | Potency, µM (highest dose often 114 µM), for inactives: at the top dose activity change, negative = substrate turnover | 0.01% of 390,000 active; note: potency is the fitted concentration of half-maximal effect; % is set by controls: 0 for no effect and ±100 for the full control effect; nearly all actives have a fitted effect of over 50% in size
#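 Rat TrxR1, dispensed at 90 nM, was prereduced with 400 uM NADPH (final) for 5 min at ~22 deg C, then incubated with compound 15 min before 400 uM selenite. A first-read NADPH fluorescence drop versus no-compound background flagged substrates.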
# rTrxR1 inhibitor: inhibitors of rat thioredoxin reductase 1; O89049; recombinant rTrxR1, NADPH fluorescence consumption, selenite substrate; Potency, µM (top dose mostly 114 µM), inactives show at the top dose activity change, negative = inhibition, usual class: inhibitors; 1% of 390,000 active; AID 588453; note: potency is the fitted concentration of half-maximal effect; % is set by controls: 0 for no effect and ±100 for the full control effect; nearly all actives have a fitted effect of over 65% in size
#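 Rat TrxR1 (90 nM in the dispensed reagent) was pre-reduced with 400 uM NADPH for 5 min at room temperature, then incubated with compound for 15 min. After 400 uM selenite was added, NADPH fluorescence (Ex 340/Em 450 nm) was followed for 8 min.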
# mIDH1 inhibitor: blocks human mutant IDH1 R132H enzyme; 0.093% of 390,000 active; Potency, µM (doses to about 76.6 µM), for inactives: at the top dose activity change, negative = inhibition, hits mostly inhibitors; IDH1-R132H enzyme, NADPH consumption, diaphorase/resazurin fluorescence; O75874; note: potency is the fitted concentration of half-maximal effect; % is set by controls: 0 for no effect and ±100 for the full control effect; nearly all actives have a fitted effect of over 65% in size
#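 IDH1-R132H (0.5 ug/mL dispensed) in pH 7.5 Tris buffer was preincubated 30 min with compound, then given a substrate mix of 0.016 mM NADPH and 2 mM alpha-KG for 80 min at room temperature; remaining NADPH was read by diaphorase/resazurin fluorescence.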
# Tb PGK inh: T. brucei PGK inhibition; P07378; PGK/GAPDH coupled, Kinase-Glo luminescence, 60 min; Potency, µM (titrated, usually from 57.5 µM), without a hit: at the highest dose activity change, negative = inhibition, most hits filed as inhibitors; 0.043% of 380,000 active; note: potency is the fitted concentration of half-maximal effect; % is set by controls: 0 for no effect and ±100 for the full control effect; nearly all actives have a fitted effect of over 60% in size
#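 Luminescent ATP detection (Kinase-Glo Plus) follows a 60-minute room-temperature incubation, with wells lacking PGK as controls. Buffer: 100 mM TEA (pH 7.6), 5 mM MgCl2, 0.01% Tween-20. Coupling enzyme GAPDH (100 nM final) supplies unstable 1,3-BPG in-well.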
# An asterisk follows results filed as active; i = inactive; ? = inconclusive; nt = no result given; & = joins results of further samples; [ ] = another dose, or the depositor's remark. Unless noted, calls come from the whole dose curve; as a rule, active = well fitted curve in the direction sought with a large enough effect; inconclusive = small, poorly fitted or top-dose-only effect, or another doubt; inactive = no such curve, though single readings can be large; an effect the other way counts as inactive or inconclusive.
SMILES,GLS inhibitor,Pin1 inh,HP1b binding inh,USP1-UAF1 inh,PI4K2A block,TrxR1 substrate,rTrxR1 inhibitor,mIDH1 inhibitor,Tb PGK inh
Cc1cc(C)nc(NC(=O)CSc2nn(-c3ccccc3)c(=S)s2)n1,-3%,171%[activator],12%,-17%,-23,-7%,10%,-11%,-7%
O=C(/C=C/c1ccc(Cl)c(Cl)c1)NCc1ccco1,12%,-3%,0%,2%,-4,-8%,-20%,11%,-2%
COc1ccc(N2CC(O)=C(c3nc4ccccc4s3)C2=N)c(OC)c1,-8%,32%[activator],1%,-13%,6,-11%,-12%,18%,i
COC(=O)c1cc(OC)c(OC)cc1NC(=S)Nc1cccc(Cl)c1,-25%,-4%,16%,-5%,10,8%[57.1 µM],?,3%,-11%
CN(C)S(=O)(=O)N1CCN(S(=O)(=O)N2CCOCC2)CC1,7%,-2%,27%,?,-1,8%[57.1 µM],17%[57.1 µM],-3%,-9%
Cn1c(C(=O)N2CCCC(C(=O)N3CCN(C(=O)c4ccco4)CC3)C2)cc2sccc21 (centres undefined),2%,-17%,39%,-7%,1,15%[57.1 µM],15%[57.1 µM],-3%,-7%
CCC(C)(C)c1nnc(NC(=O)C2CCN(C(=O)c3ccco3)CC2)s1,-3%,-8%,?,?,7,-9%,8%,7%,-4%
O=C(c1ccccc1)N1N=C(C(F)(F)F)CC1(O)c1ccc(F)cc1 (centres undefined),2%,-5%,46%[activator],-18%,2,1%,4%[57.1 µM],3%,i
C[C@@H]1CN([C@H](C)CO)C(=O)c2c(c3ccccc3n2C)-c2ccccc2CO[C@H]1CN(C)C(=O)CCC(F)(F)F,-4%,nt,nt,-27%,4,nt,nt,12%,-8%
Cc1nn(C)cc1CNC(=O)/C=C/c1cnn(C)c1,6%,-7%,19%,-2%,-1,2%,-4%,2%,6%
Cc1ccc(C2(C)NC(=O)N(CC(=O)Nc3cc(S(=O)(=O)N4CCOCC4)ccc3C)C2=O)cc1 (centres undefined),7%,2%,9%,2%,-1,0%,7%,0%,-3%
O=C(NCCSCc1ccc(Cl)cc1)C1CCN(S(=O)(=O)Cc2ccccc2)CC1,4%,-2%,15%,-28%,-4,12%,17%,1%,-13%
COc1ccc(S(=O)(=O)N2CCCCC2)cc1NC(=O)CCc1nc2ccccc2c(=O)[nH]1,-4%,16%,10%,-16%,0,-1%,2%,1%,-10%
CCOC(=O)C1CCN(Cc2nc(-c3ccc(OC)c(OC)c3)no2)CC1,0%,1%,20%,-11%,-5,7%[57.1 µM],10%[57.1 µM],4%,-3%
CCOC(=O)Cn1nnnc1C(C(C)C)N(Cc1cccs1)Cc1cc2cc(C)ccc2[nH]c1=O (centres undefined),nt,2%,0%,?,2,7%,16%,-6%,-2%
CCOC(=O)C(Cc1ccccc1)NC(=O)Cn1nnc(-c2ccc(SC)cc2)n1 (centres undefined),-1%,8%,36%[activator],-22%,-2,7%[57.1 µM],8%[57.1 µM],2%,4%
CC(=O)C1=C(O)C(=O)N(c2ccc(Br)cn2)C1c1cccc([N+](=O)[O-])c1 (centres undefined),36%[activator],1%,5%,-6%,-2,-10%,4%,-3%,0%
CCO[C@@H]1OC(C(N)=O)=C[C@H](c2ccc3c(c2)OCO3)[C@H]1CCCO,-10%,-2%,20%,-9%,-1,4%[57.1 µM],2%[57.1 µM],-3%,-7%
CCCCNC(=O)C(=O)N/N=C/c1cccc(Br)c1,-5%,-2%,8%,-2%,-3,-8%,3%,-2%,-1%
COc1ccc(CN(C)C2CCN(C)CC2)cc1OC,1%,-2%,1%,-11%,4,0%,14%,0%,6%
O=C(CC(Nc1ccccc1)C(=O)O)c1ccccc1 (centres undefined),?,6%,38%,-5%,-4,2%[11.4 µM],?,3%,2%
CC(=O)Nc1ccc(S(=O)(=O)N(C)CC(=O)OCC(=O)N2CCCC2=O)cc1,5%,-3%,10%,-19%,0,7%[57.1 µM],5%[57.1 µM],0%,-10%
NC(=O)C1CCN(C(=O)C2(NC(=O)Nc3cccc(F)c3)CCCCC2)CC1,2%,1%,18%,?,-3,5%,18%,-2%,7%
O=C(Nc1ccccc1)c1cc(N2CCOCC2)nc2ccccc12,0%,-8%,124%[activator],-18%,-10,10%,2%,2%,i
Cc1ccc(C(=O)NC(=O)CSc2ncccc2C(=O)O)cc1,-2%,-2%,5%,-14%,4,5%[57.1 µM],8%[57.1 µM],3%,i
Cc1ccccc1NC(=S)NC(=O)c1cc(-c2ccccc2)nc2ccccc12,33%[activator],2%,-24%,-8%,0,9%[57.1 µM],-15%,4%,6%
Cn1cc(Cc2ccccc2)c(=O)c(Cc2ccccc2)c1,0%,-6%,25%,-6%,3,10%[11.4 µM],25%[11.4 µM],-2%,-6%
O=[N+]([O-])c1ccc2c([N+](=O)[O-])ccc3c2c1CC3,-6%,nt,nt,?,-27,nt,nt,-7%,-16%
CCCCN(CCCNC(=O)c1cc(Nc2cccc(SC)c2)nc2ccccc12)Cc1ccccc1,-9%,2%,65%[activator],-18%,4,-4%,-12%,-3%,-6%
CCC(C(=O)OCC(=O)Nc1c(Cl)cc(Cl)cc1Cl)c1ccccc1 (centres undefined),2%,-2%,71%[activator],-24%,-4,-4%,15%,2%,-2%
O=S(=O)(NNc1ncc(C(F)(F)F)cc1Cl)c1ccc(F)cc1F,15%,3%,30%,-19%,-1,-3%,20%,7%,1%
COc1cccc(CNC(=O)CN(C)S(=O)(=O)c2cnc[nH]2)c1,1%,3%,25%,-15%,-2,4%,9%,8%,-10%
CCCC(=O)Nc1cccc(NC(=O)c2ccc3c(c2)OCCO3)c1,0%,1%,16%,-8%,-1,9%,7%,2%,nt
CC(OC(=O)CCCOc1ccccc1)C(=O)NC(N)=O (centres undefined),-3%,-10%,16%,4%,1,-10%,-14%,12%,-1%
COc1cc(C=O)c(Br)cc1OCc1ccc(C)cc1,9%,-3%,128%[activator],-18%,-1,3%[57.1 µM],12%,7%,nt
Cn1c(=O)c2c(SCC(=O)NCC3CCCO3)nc(-c3ccccc3Cl)nc2n(C)c1=O (centres undefined),16%,-13%,9%,-6%,-4,-9%,-4%,2%,i
CCOC(=O)Nc1n[nH]c(NC(=O)OCC)c1[N+](=O)[O-],0%,-2%,9%,-12%,6,-6%,-4%[57.1 µM],-1%,2%
CCOC(=O)C1=C(C)NC(=O)NC1c1ccc(F)cc1 (centres undefined),-2%,1%,40%[activator],-20%,2,0%,15%,-11%,6%
O=C(O)C12CC3CC(C1)CC(n1ncc(NCc4ccco4)c(Cl)c1=O)(C3)C2,1%,?,14%,-18%,0,9%,?,2%,i
Cn1nc(C2CC2)cc1NC(=O)CC(CC(=O)O)c1ccccc1 (centres undefined),0%,0%,42%[activator],-27%,0,-1%,8%,-4%,0%
COC(=O)c1ccc(C(=O)OC)c(NC(=O)CN2CCC(C)CC2)c1,-3%,1%,25%,-20%,-2,1%[57.1 µM],24%[57.1 µM],0%,0%
CCCCn1c(SCC(=O)NCCc2ccc(OC)c(OC)c2)nc2c1c(=O)n(C)c(=O)n2C,-4%,-10%,22%,-14%,1,0%,16%,4%,i
Cc1nc(-c2ccc3c(c2)OCCCO3)cs1,0%,-4%,7%,5%,0,5%[57.1 µM],9%[57.1 µM],8%,-6%
O=S(=O)(c1ccc(C(F)(F)F)cc1)N1CCN(CCc2ccccc2)CC1,9%,?,58%[activator],-18%,26,3%,36%[activator],-1%,2%
COc1ccc2nc(SCC(=O)/C(C#N)=C(\C)N)[nH]c2c1,2%,-5%,46%[activator],-18%,0,-1%,-1%,7%,-6%
CCOc1c(C)cnc2c1c(=O)n(Cc1ccccc1F)c(=O)n2C,-9%,-1%,55%[activator],-23%,1,-3%,4%,-10%,3%
Cc1ccsc1S(=O)(=O)N1CCCC(CCC(=O)NCc2ccccc2F)C1 (centres undefined),8%,0%,57%[activator],-8%,-1,4%,19%,0%,2%
Cc1nn(-c2ccccc2)c(N2CCCC2)c1/C=N/n1cnc2scc(-c3ccccc3)c2c1=O,1%,25%&-3%,34%&16%,2%,17,54%&4%[activator],?,11%,-11%

# 4 of the compounds above, as tab-separated lines:
smiles	GLS inhibitor	Pin1 inh	HP1b binding inh	USP1-UAF1 inh	PI4K2A block	TrxR1 substrate	rTrxR1 inhibitor	mIDH1 inhibitor	Tb PGK inh
O=S(=O)(c1ccc(C(F)(F)F)cc1)N1CCN(CCc2ccccc2)CC1	9%	?	58%[activator]	-18%	26	3%	36%[activator]	-1%	2%
COc1ccc2nc(SCC(=O)/C(C#N)=C(\C)N)[nH]c2c1	2%	-5%	46%[activator]	-18%	0	-1%	-1%	7%	-6%
CCOc1c(C)cnc2c1c(=O)n(Cc1ccccc1F)c(=O)n2C	-9%	-1%	55%[activator]	-23%	1	-3%	4%	-10%	3%
Cc1ccsc1S(=O)(=O)N1CCCC(CCC(=O)NCc2ccccc2F)C1 (centres undefined)	8%	0%	57%[activator]	-8%	-1	4%	19%	0%	2%

# These rows are one share of the data (hit frequency here may not be typical).
